# IMP-1 inhibitor = IMP-1 metallo-beta-lactamase inhibitors, primary screen, biochemical, epi-absorbance readout, Pseudomonas aeruginosa enzyme. metallo-beta-lactamase IMP-1 (Pseudomonas aeruginosa). purified IMP-1, nitrocefin hydrolysis, epi-absorbance fluorescence. inhibition, % at 5.6 µM. 290,000 tested, 0.45% active;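 active means inhibition above the mean plus 3 SD of all compounds in the same screening run, cut at about 4.5% in these data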;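 further: 0% = IMP-1 with DMSO and 100% = DMSO wells lacking enzyme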
#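 Assay system: purified recombinant IMP-1 beta-lactamase. Input: IMP-1 0.2 nM before substrate addition. Buffer or medium: Zinc- and detergent-supplemented HEPES buffer, pH 7.1. Schedule: 25 °C, 15 min preincubation, 25 min reaction. Signal: Epi-absorbance fluorescence, 480 nm excitation, 530 nm emission. Evaluation: percent inhibition from optical density relative to buffer-blank wells.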
# GPR7 antag = GPR7 receptor antagonists, primary screen, cell-based, fluorescence, single concentration; AID 1861, 2009; inhibition, % at 4.4 µM; Neuropeptides B/W receptor type 1 (Homo sapiens), P48145; GPR7-expressing cells, fluorescence antagonist assay; 290,000 tested, 1.1% active; in the data active means inhibition above about 16%, passing the limit was not always enough;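 further: cells stimulated with the agonist NPW; 0% = agonist with vehicle and 100% = vehicle without agonist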
# FID counter = compounds displacing fluorescent DNA intercalator, primary screen, artefact control for HCV NS3 helicase inhibitor project, biochemical, FID fluorescence | AID 1845, 2009 | 290,000 tested, 0.17% active | DNA fluorescent intercalator displacement | inhibition, % at 7.9 µM; in the data active means inhibition above about 37%;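 further: 0% = vehicle and 100% = reference compound; higher means more ethidium bromide displaced from hairpin DNA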
# NS3 helicase inh = inhibitors of HCV NS3 helicase, primary screen, biochemical, Cy5 molecular beacon fluorescence; Hepatitis C virus NS3 helicase; NS3 helicase DNA unwinding; inhibition, % at 10.9 µM; 290,000 tested, 0.56% active; AID 1800, 2009;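 active means inhibition above the mean of all tested compounds plus 3 SD, set per campaign, cut at about 35% in these data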;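 further: 0% = DMSO wells and 100% = thioflavine S control wells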
#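 System: Hepatitis C virus NS3 helicase domain fragment enzyme | Reagent: Annealed dual-labelled DNA beacon duplex, ATP-started | Compound dosing: 10.9 µM single point, 0.8% DMSO | Incubation: 1 h reaction at 25 °C, ATP-initiated | Technique: Cy5 fluorescence | Evaluation: Percent inhibition from t60/t0 fluorescence ratio | Benchmarks: Low DMSO, high thioflavine S at 110 µM | Replication: Singlicate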
# PHOSPHO1 block = PubChem AID 1565. Phosphoethanolamine/phosphocholine phosphatase (Homo sapiens), Q8TCT1. recombinant PHOSPHO1, absorbance phosphatase assay. inhibition, % at 13.3 µM. 290,000 tested, 1.1% active; in the data active means inhibition above about 60%
# Target sequence (Q8TCT1 whole entry, looked up): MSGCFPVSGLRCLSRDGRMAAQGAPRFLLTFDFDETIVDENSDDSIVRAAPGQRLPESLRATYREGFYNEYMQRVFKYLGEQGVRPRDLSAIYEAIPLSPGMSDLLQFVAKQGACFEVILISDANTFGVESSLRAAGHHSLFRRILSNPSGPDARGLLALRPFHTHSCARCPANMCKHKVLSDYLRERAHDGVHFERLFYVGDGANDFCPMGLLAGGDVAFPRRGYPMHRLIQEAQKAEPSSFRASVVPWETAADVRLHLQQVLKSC
# VIM-2 inh = VIM-2 metallo-beta-lactamase inhibitors, primary screen, biochemical, epi-absorbance readout, Pseudomonas aeruginosa enzyme | purified VIM-2, nitrocefin hydrolysis, epi-absorbance fluorescence | AID 1527, 2009 | 290,000 tested, 0.89% active | inhibition, % at 5.6 µM;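 active means inhibition above the mean of all tested compounds plus 3 SD, cutoff set per screening run, cut at about 7.5% in these data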;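 further: red hydrolysis product quenches plate fluorescence so inhibitors raise well fluorescence; 0% = enzyme with DMSO and 100% = DMSO without enzyme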
# GalR3 antag = GalR3 antagonists in HEK293 cells, primary screen, cell-based, fluorescence readout; HEK293 GalR3-CNG cAMP membrane potential fluorescence; galR3 body fused to GalR1 C-terminus; inhibition, % at 3 µM; 360,000 tested, 0.44% active; AID 651719, 2012;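 active means inhibition above the screen-wide average plus 3 SD, cut at about 13% in these data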;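 further: forskolin and galanin both at EC90 stimulate the cells; cAMP rise reported by CNG channel membrane potential dye signal; 0% = forskolin plus galanin with DMSO and 100% = forskolin alone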
# Target sequence (O60755 1-299 limits assumed): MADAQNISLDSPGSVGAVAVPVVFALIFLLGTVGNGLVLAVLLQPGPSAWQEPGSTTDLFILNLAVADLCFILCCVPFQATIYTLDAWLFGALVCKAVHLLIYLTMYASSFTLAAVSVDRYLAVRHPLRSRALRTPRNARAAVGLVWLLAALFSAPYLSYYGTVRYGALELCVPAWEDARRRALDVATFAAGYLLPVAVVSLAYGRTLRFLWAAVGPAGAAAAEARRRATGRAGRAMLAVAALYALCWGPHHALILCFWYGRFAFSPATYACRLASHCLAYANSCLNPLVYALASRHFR
# OXTR agonist = human OXTR agonists, primary screen, fluorescence, CHO-OTR cells, Fluo-8 calcium. Oxytocin receptor (Homo sapiens), P30559. Fluo-8 calcium fluorescence; normalized: DMSO 0%, oxytocin 100%. activation, % at 3 µM. 320,000 tested, 0.32% active. AID 2435, 2010;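 active means activation above the mean of all tested compounds plus 3 SD, cutoff set per screening run, cut at about 20% in these data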;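 further: peak over basal fluorescence ratio from a 100 s FLIPR kinetic read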
# Target sequence (P30559 whole entry, looked up): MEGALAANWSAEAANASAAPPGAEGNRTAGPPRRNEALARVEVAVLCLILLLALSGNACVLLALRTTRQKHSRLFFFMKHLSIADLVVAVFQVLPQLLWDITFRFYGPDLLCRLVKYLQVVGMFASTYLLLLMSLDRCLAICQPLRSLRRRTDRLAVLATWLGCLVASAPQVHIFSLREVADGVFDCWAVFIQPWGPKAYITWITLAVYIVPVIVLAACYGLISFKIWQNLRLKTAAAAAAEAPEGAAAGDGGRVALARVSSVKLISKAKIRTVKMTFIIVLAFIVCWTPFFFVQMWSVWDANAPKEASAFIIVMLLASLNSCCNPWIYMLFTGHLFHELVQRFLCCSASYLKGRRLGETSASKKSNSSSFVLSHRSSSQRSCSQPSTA
# V1aR counter = agonists of human V1a receptor, primary screen, counter-screen for OXTR agonist project, fluorescence, CHO-V1R cells | activation, % at 3 µM | 320,000 tested, 0.25% active | Fluo-8 calcium fluorescence, agonist mode; 0% DMSO, 100% 3 nM vasopressin | AID 2797, 2010 | Vasopressin V1a receptor (Homo sapiens), P37288;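 active means activation above the mean activation of all tested compounds plus 3 SD, per screening run, cut at about 20% in these data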;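 further: signal is peak over basal fluorescence ratio across a 100 second FLIPR read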
# * hit, by the source's call; . = not tested or not shown.
smiles	IMP-1 inhibitor	GPR7 antag	FID counter	NS3 helicase inh	PHOSPHO1 block	VIM-2 inh	GalR3 antag	OXTR agonist	V1aR counter
Cc1ccc(NC(=O)CN2CCN(Cc3ccccc3)CC2)c(Br)c1	-0.9	-10	-4	12	3	-0.3	-2	0.1	-0.1
COc1ccccc1NC(=O)C(=O)N/N=C(\C)CC(=O)Nc1ccccc1C(F)(F)F	-3.6	-15	-21	-9	27	-1.4	-10	-0.6	-1.4
CCOCC(=O)Nc1nnc(C)s1	-2.6	-11	-7	4	3	-1.6	-1	0.7	0.5
CCc1cccc(NC(=O)C2CCCN(c3cnccn3)C2)c1 (stereo unspecified)	0.5	-8	-22	1	30	-1.7	-2	1.2	1.7
O=C1CC(SCCc2nc3ccccc3[nH]2)C(=O)N1c1ccc(F)cc1 (stereo unspecified)	-4.1	-3	-6	7	38	-4.9	-5	1.2	0.2
Cc1ccc(NC(=O)CSc2nc3ccccc3c(=O)n2CCCC(=O)NCCCN2CCOCC2)cc1C	-2.2	-14	24	-56	-8	-2.1	-1	-0.1	0.7
CN1CCNC(=O)C1CC(=O)NCCC1=CCCCC1 (stereo unspecified)	0.6	18*	2	23	37	0.1	-7	0.1	0.1
COc1ccc(NC(=O)CC23CC4CC(C2)CC(n2nnc(C)n2)(C4)C3)cc1	-2.8	-20	-29	-4	0	-1.0	-7	-0.7	0.9
COC(=O)Cn1c(=O)c(C)nc2ccccc21	-0.2	-7	-2	-12	46	3.3	0	1.0	0.2
O=C(NCc1cccc(F)c1)c1cccc(OC2CCN(C(=O)C3CC3)CC2)c1	-1.6	-6	-42	2	37	-0.5	-5	.	.
CCOC(=O)C1(Cc2cccc(OC)c2)CCCN(S(=O)(=O)N(C)C)C1 (stereo unspecified)	-1.2	1	-25	0	35	-2.4	-9	-0.7	0.1
C=CCNC(=O)c1cc(-c2ccc(Br)cc2)on1	-3.5	-9	-1	-1	1	0.7	4	1.4	1.4
CCOc1ccc(N(CC(=O)Nc2ccccc2OC)S(C)(=O)=O)cc1	-3.3	-4	-29	2	29	-2.2	-9	-1.4	-0.3
COc1ccc(OCc2cc(C(=O)N3CCCC3)no2)c2ccccc12	-2.0	-12	-45	7	31	-3.8	-2	-1.2	0.9
CC1CCCC(NC(=O)COC(=O)c2c[nH]c(=O)[nH]c2=O)C1C (stereo unspecified)	-1.4	-5	0	-1	-11	-0.8	-4	-0.8	1.0
CC(C)(C)NC(=O)NCC1CCCC1NC(=O)NC(C)(C)C (stereo unspecified)	-0.2	9	-4	-1	5	0.1	-7	-0.7	0.7
O=C1c2cccc3cccc(c23)C(=O)N1/N=C/c1ccc(O)cc1O	-3.6	-3	5	6	9	0.0	1	0.5	0.5
CCOC(=O)c1c(NC(=O)c2ccc(S(=O)(=O)N3CCOCC3)cc2)sc2c1CCN(C)C2	1.6	5	30	-46	22	8.6*	-4	0.8	-0.1
COc1cccc(NC(=O)CCN2CCOCC2)c1	-1.0	3	-3	-3	-7	-1.0	-6	0.3	0.5
COc1ccccc1NC(=O)Cn1cnc2sc(C)c(S(=O)(=O)N3CCCCC3)c2c1=O	-2.4	-11	0	6	-12	-3.7	2	-0.8	-0.1
COc1ccc(C(CCN(Cc2ccc(OC)c(OC)c2)C(C)=O)C(C)C)cc1 (stereo unspecified)	-1.4	1	-57	-13	19	-2.2	-7	.	.
CCOc1ccc(CCNC(=O)CN2CCN(Cc3ccc(F)cc3)C2=O)cc1OCC	0.0	-12	-32	2	7	-4.7	0	-0.9	0.2
CC(C)C1Oc2ccccc2N(CC(=O)N(Cc2ccncc2)Cc2ccco2)C1=O (stereo unspecified)	-0.6	5	-25	6	-20	-2.1	2	-0.9	-0.7
COc1ccc(-c2cc(=O)oc3cc(OCC(=O)NCCN4CCOCC4)ccc23)cc1	-3.8	0	-6	-13	31	1.3	-7	0.8	1.6
Cc1cc(S(=O)(=O)NCc2ccc3c(c2)OCO3)ccc1F	-1.6	13	-9	11	15	0.3	12	-1.0	0.0

# Following part
smiles	IMP-1 inhibitor	GPR7 antag	FID counter	NS3 helicase inh	PHOSPHO1 block	VIM-2 inh	GalR3 antag	OXTR agonist	V1aR counter
Cc1ccc(NC(=O)C2CCCN2S(=O)(=O)c2ccc3c(c2)n(C)c(=O)c(=O)n3C)cc1 (stereo unspecified)	-1.1	2	-4	2	24	0.9	-2	-0.1	-1.0
O=c1oc2ccccc2c(NC2CCCCC2)c1NS(=O)(=O)c1ccc(Cl)cc1	-2.8	-24	-37	4	21	-2.7	-5	-1.5	2.1
CC(C)Cc1cc(C(=O)N2CCCC(C(=O)c3cc(F)ccc3F)C2)no1 (stereo unspecified)	-3.7	2	-44	6	50	-0.8	-9	-1.1	0.2
S=c1[nH]nc(CSCc2ccccc2Cl)n1C1CCCCC1	-1.6	-6	-36	5	-118	0.0	4	.	.
CC(C)Oc1ccc(C(=O)Nc2c3c(nn2C(C)(C)C)CS(=O)(=O)C3)cc1	-2.4	-9	-32	6	14	-0.6	-7	0.5	1.1
COC(=O)CN(C#N)c1nc(NC(C)C)nc(OC)n1	-2.3	-11	-5	-3	7	-4.7	-7	0.0	0.5
O=C1N=NC(=O)N1c1ccccc1	-4.4	-21	-8	10	0	-1.9	.	-0.8	0.4
CCCOC(=O)Nc1nc2ccccc2o1	-1.7	-17	2	-8	3	-0.6	-5	1.8	2.9
CC1(C)CC(N=c2cc(-c3ccccc3)oc3ccc(Cl)cc23)CC(C)(C)N1	-2.4	-14	-1	-9	-44	-4.1	-11	.	.
Cc1nn(C(C)C(=O)NC2CCCCCC2)c(=O)c2nn(-c3ccccc3)c(C)c12 (stereo unspecified)	-3.4	-20	-38	-5	54	-1.4	4	-0.2	2.0
N#Cc1nc(-c2cccs2)oc1NCCN1CCOCC1	-0.1	-9	3	-11	32	0.8	-5	-0.1	0.6
CC(CCc1ccccc1)NC(=O)Cc1ccccc1 (stereo unspecified)	-1.8	-8	0	3	-4	0.9	-4	-1.4	-1.1
CCOc1ccc(CNC(=S)N/N=C/c2ccncc2)cc1	-1.7	-3	-12	0	1	-3.1	-4	-0.7	-0.1
O=C(Nc1ccc(N2CCOCC2)cc1N1CCOCC1)c1ccc(Br)cc1	-2.3	-27	-38	0	43	-2.9	-3	-0.3	0.9
Nc1cc(C(=O)c2cccs2)ccc1Cl	-4.4	-1	-6	7	-5	-2.6	0	-1.9	0.9
COc1ccc(-c2cc(CNC(=O)CN(C)Cc3ccccc3)on2)cc1	-0.2	13	-1	-4	19	1.2	-5	0.2	0.9
COc1ccc(NC(=O)Nc2ccc(C)cc2OC(F)F)cc1OC	-1.2	-14	-9	-6	-6	-5.3	-4	7.4	5.8
CC(Cc1ccccn1)NC(=O)c1ccc(OC2CCN(CCc3ccccc3)CC2)cc1 (stereo unspecified)	-1.6	-11	14	-15	.	-2.8	-2	.	.
COc1cccc(N2CCN(Cc3ccsc3)CC2)c1	-2.0	-2	3	-6	13	-1.8	1	-1.3	-1.0
Cc1cc(C(=O)OCC(=O)NCc2ccccc2)c(C)o1	-1.6	-6	-8	5	51	-1.1	-3	-1.0	-0.3
CCOC(=O)c1c(C)oc2ccc(OCC(=O)C(C)(C)C)cc12	-0.1	-9	-19	-9	7	-0.9	-3	-2.4	-0.3
CCC(C(=O)OCC(=O)Nc1ccc(SC(F)F)cc1)c1ccccc1 (stereo unspecified)	-4.0	2	-3	7	7	0.6	-4	.	.
Cc1ccc(NC(=O)c2sc3ncn(CC(=O)N4CCN(c5ccccn5)CC4)c(=O)c3c2C)cc1Cl	-2.7	-22	-28	-5	64*	-1.6	0	6.8	9.3
CCOC(=O)CC1=C(C(=O)OCC)C(c2ccc(OC)c(OC)c2)C(C#N)=C(N)O1 (stereo unspecified)	-1.4	8	-23	4	-20	-3.2	1	1.4	0.6
CN(NC(=O)c1ccccc1F)c1ncccc1[N+](=O)[O-]	-3.3	-4	0	1	13	-2.9	-1	2.2	-0.5

# (next part)
smiles	IMP-1 inhibitor	GPR7 antag	FID counter	NS3 helicase inh	PHOSPHO1 block	VIM-2 inh	GalR3 antag	OXTR agonist	V1aR counter
CCC1CCc2c(sc(NC(=O)C3c4ccccc4Oc4ccccc43)c2C(N)=O)C1 (stereo unspecified)	-3.5	-3	1	6	-1	-2.8	-7	-0.3	0.7
Cc1nc(N/N=C\c2ccc3c(c2)OCO3)sc1C	-1.2	-8	-1	1	20	-2.0	-9	1.5	-0.3
COc1cc(OC)cc(C(=O)N[C@H](C(=O)OCC(=O)Nc2ccc(C(N)=O)cc2)C(C)C)c1	-3.5	-1	-20	7	8	-3.8	-4	-0.7	-0.3
CN(Cc1ccccc1)C(=O)COc1ccccc1	-1.9	-6	-5	-3	-6	-0.9	1	-0.1	0.1
CC(C)C(c1nnnn1Cc1ccco1)N1CCN(c2nc3ccccc3s2)CC1 (stereo unspecified)	-2.6	-3	-23	-6	-2	-3.3	-5	-1.0	-0.4
Cc1ccc2c(c1)c1ncn(CCC3=CCCCC3)c(=O)c1n2C	-1.1	-2	-4	-8	-16	1.1	-5	-1.5	-0.7
COc1cc(OC)cc(C(=O)NCC(=O)OCC(=O)Nc2ncc(Cl)cc2Cl)c1	-3.7	-11	-10	5	-8	-2.4	1	-0.8	-0.3
CCc1nc2sc3c(Cl)ncnc3c2c2c1CCCC2	-3.3	-9	3	-16	11	-2.7	.	0.9	0.2
CC(C)NC(=O)NC(=O)CSc1ncccn1	-2.2	0	-5	-2	15	-1.8	-5	-0.8	-0.3
CC(C)N1C(=O)CCC1C(=O)NCc1ccc(F)cc1Cl (stereo unspecified)	-0.2	-6	-1	9	42	0.5	-6	-0.2	0.2
CCOC(=O)N1CCN(S(=O)(=O)c2cccc3cccnc23)CC1	-2.7	2	-8	-6	-8	-2.6	-1	0.0	0.0
Cn1c(SCC(=O)c2ccccc2)nnc1-c1ccncc1	-2.1	-1	-3	2	30	-1.9	6	-0.3	1.8

# 2 compounds picked at random from those above:
smiles	IMP-1 inhibitor	GPR7 antag	FID counter	NS3 helicase inh	PHOSPHO1 block	VIM-2 inh	GalR3 antag	OXTR agonist	V1aR counter
COc1cc(OC)cc(C(=O)N[C@H](C(=O)OCC(=O)Nc2ccc(C(N)=O)cc2)C(C)C)c1	-3.5	-1	-20	7	8	-3.8	-4	-0.7	-0.3
CCOC(=O)N1CCN(S(=O)(=O)c2cccc3cccnc23)CC1	-2.7	2	-8	-6	-8	-2.6	-1	0.0	0.0

# Screening data from PubChem BioAssay.
